Assay outcomes as filed in PubChem BioAssay.
hgDAF12 agonist – H. glycines DAF-12 receptor agonists, primary screen, cell-based, luminescence, HEK293, GAL4 fusion, UAS-luciferase; Nuclear hormone receptor DAF-12 (Heterodera glycines), GAL4 fusion; HEK293 GAL4-hgDAF12 UAS-luciferase reporter, agonist luminescence; normalized to butyrate control; activation, % at 6.8 µM; 370,000 tested, 1.8% active;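 active means activation above a cutoff set at the mean of all screened compounds plus 3 SD, cut at about 10% in these data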;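 further: 0% = DMSO wells and 100% = sodium butyrate wells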
DAX1 inh-1 – DAX1 (NR0B1) inhibitors, primary screen, cell-based, HEK293, Gal4-DAX1, luciferase luminescence; Nuclear receptor subfamily 0 group B member 1 (Homo sapiens), P51843; HEK293 Gal4-DAX1 luciferase reporter; inhibition, % at 6.75 µM; 340,000 tested, 0.99% active; AID 504766, 2011;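 active means inhibition above the mean over all tested compounds plus 3 SD, cut at about 4.2% in these data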;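 further: 0% = DAX1-transfected cells with DMSO and 100% = empty-vector control cells with DMSO; inhibition shows as a rise in luminescence from relieved DAX1 repression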
Target sequence (P51843 207-470 limits assumed): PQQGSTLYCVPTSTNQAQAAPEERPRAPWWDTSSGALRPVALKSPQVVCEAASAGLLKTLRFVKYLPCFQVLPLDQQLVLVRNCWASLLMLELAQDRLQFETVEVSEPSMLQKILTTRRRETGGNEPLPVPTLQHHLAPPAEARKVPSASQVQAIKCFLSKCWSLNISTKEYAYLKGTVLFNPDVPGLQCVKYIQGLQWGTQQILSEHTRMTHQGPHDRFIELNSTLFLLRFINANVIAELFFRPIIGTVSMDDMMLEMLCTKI
GAA850 FXN act – FXN promoter activators, primary screen, cell-based, luciferase luminescence, HEK293 lucGAA850 | HEK293 lucGAA850 FXN promoter luciferase reporter, 24 h; percent of 10 µM SAHA response | activation, % at 6 µM | 360,000 tested, 0.56% active;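 active means activation above the average of all compounds screened plus 3 SD, cutoff fixed separately per campaign, cut at about 7.5% in these data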;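 further: 0% = DMSO wells and 100% = 10 µM SAHA wells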
HGIII-sPLA2 inh – human group III sPLA2 inhibitors, primary screen, biochemical, QFRET, BODIPY PC-A2 liposome substrate | QFRET BODIPY PC-A2 liposome hydrolysis, fluorescence | inhibition, % at 12.2 µM | 370,000 tested, 0.56% active | AID 743126, 2013;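 active means inhibition above mean plus 3 SD of compounds lying within the high and low control bounds, cut at about 19% in these data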;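 further: 0% = median of test compound wells and 100% = no enzyme DMSO wells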
hcDAF-12 act – H. contortus DAF-12 nuclear receptor activators, primary screen, cell-based, luminescence, HEK293, lit1-tk-luc reporter | AID 652067, 2013 | 370,000 tested, 1.4% active | HEK293 hcDAF-12 lit1-tk-luc reporter; 0% DMSO, 100% Δ7-dafachronic acid | activation, % at 6.8 µM;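 active means activation above the mean of all tested compounds plus 3 SD, cut at about 5.5% in these data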;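 further: 100% = response to 3 µM Δ7-dafachronic acid high control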
PLCb3 inh – human PLC-beta3 inhibitors, primary screen, biochemical, fluorescence. 1-phosphatidylinositol 4,5-bisphosphate phosphodiesterase beta-3 (Homo sapiens), Q01970. Purified PLC-beta3, fluorogenic substrate. inhibition, % at 12.2 µM. 370,000 tested, 0.18% active; in the data active means inhibition above about 11%;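 further: 0% = median of compound wells on plate and 100% = full blocker control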
DAX1 inh-2 – DAX1 (NR0B1) inhibitors on StAR promoter, primary screen, cell-based, luminescence, SF-1 (NR5A1), full-length DAX-1. HEK293T StAR-luciferase reporter, SF-1/DAX-1 repression relief. inhibition, % at 6.8 µM. 370,000 tested, 1.1% active. AID 652010, 2013;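 active means inhibition above the mean over all tested compounds plus 3 SD, cut at about 3.6% in these data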;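 further: 0% = DAX-1 cells with DMSO and 100% = cells lacking DAX-1 with DMSO; higher inhibition means more luminescence from relief of DAX-1 repression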
ssDAF-12 act – S. stercoralis DAF-12 nuclear receptor activators, primary screen, cell-based, luminescence, HEK293, GRIP1 co-expression, lit1-tk-luc | AID 652126, 2013 | 370,000 tested, 1% active | activation, % at 6.8 µM | HEK293 ssDAF-12/GRIP1 lit1-tk-luc reporter; % of 3 µM dafachronic acid response;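 active means activation above the mean over all tested compounds plus 3 SD, cut at about 0.9% in these data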;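 further: 0% = DMSO-only wells and 100% = 3 µM delta7-dafachronic acid wells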
PLC-gamma1 inh – PLC-gamma1 enzyme inhibitors, primary screen, biochemical, fluorescence, purified enzyme | 1-phosphatidylinositol 4,5-bisphosphate phosphodiesterase gamma-1 (Homo sapiens), P19174 | fluorogenic substrate | inhibition, % at 12.2 µM | 370,000 tested, 0.84% active | AID 720700, 2013; in the data active means inhibition above about 9.5%
ADAM17 inh – ADAM17 inhibitors, primary screen, biochemical, QFRET | Disintegrin and metalloproteinase domain-containing protein 17 (Homo sapiens), P78536 | inhibition, % at 6.95 µM | 370,000 tested, 0.83% active | recombinant ADAM17, EDANS/DABCYL FRET peptide cleavage;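 active means inhibition above the mean of compounds lying between control limits plus 3 SD, set per campaign, cut at about 8.5% in these data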;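 further: 0% = DMSO-only wells as the low control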
ADAM10 inh – human ADAM10 inhibitors, primary screen, biochemical, QFRET, HTS | recombinant ADAM10, EDANS/DABCYL FRET peptide cleavage, 3 h | AID 720582, 2013 | inhibition, % at 7 µM | Disintegrin and metalloproteinase domain-containing protein 10 (Homo sapiens), O14672 | 370,000 tested, 0.62% active;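 active means inhibition above a per-campaign cutoff equal to the mean of compounds falling between control-based bounds plus 3 SD, cut at about 20% in these data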;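 further: 0% = DMSO wells while the 100% control is not disclosed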
Target sequence (O14672 214-748 limits assumed): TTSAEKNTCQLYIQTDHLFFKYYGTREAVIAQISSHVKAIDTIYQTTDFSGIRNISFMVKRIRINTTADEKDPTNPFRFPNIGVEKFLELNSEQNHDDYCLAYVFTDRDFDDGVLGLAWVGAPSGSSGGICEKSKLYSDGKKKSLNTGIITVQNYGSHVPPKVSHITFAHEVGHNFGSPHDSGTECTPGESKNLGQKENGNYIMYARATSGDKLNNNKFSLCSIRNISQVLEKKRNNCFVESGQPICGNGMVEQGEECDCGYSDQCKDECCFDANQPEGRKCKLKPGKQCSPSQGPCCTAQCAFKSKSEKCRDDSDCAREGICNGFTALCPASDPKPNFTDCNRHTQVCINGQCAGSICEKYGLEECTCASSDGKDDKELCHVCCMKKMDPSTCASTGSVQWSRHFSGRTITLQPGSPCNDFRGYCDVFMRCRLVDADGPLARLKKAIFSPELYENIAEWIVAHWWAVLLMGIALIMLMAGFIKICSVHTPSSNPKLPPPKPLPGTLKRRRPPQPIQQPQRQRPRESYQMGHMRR
* hit, by the source's call; i = inactive; nt = no result given.

Structure,hcDAF-12 act,DAX1 inh-2,ADAM10 inh,PLCb3 inh,DAX1 inh-1,hgDAF12 agonist,ssDAF-12 act,PLC-gamma1 inh,ADAM17 inh,HGIII-sPLA2 inh,GAA850 FXN act
CCN(CC(=O)Nc1ccc(NC(C)=O)cc1)C(=O)CCCOc1cccc(C)c1,-2.2,-3.1,-5,-6,-1.5,-2.7,-0.9,1,-3,4,1.2
O=C(O)c1cccc(N/N=C/c2cc(Br)cc(Br)c2O)c1,1.9,1.2,-1,-33,0.7,6.5,-0.5,-26,1,-6,5.7
CCCCNc1c([N+](=O)[O-])ncn1C,0.4,-0.4,5,-1,nt,1.2,-0.9,2,-1,-3,-0.6
C=CCNc1ncnc2c1ncn2[C@H]1CN(Cc2cc(OC)c(OC)c(OC)c2)C[C@@H](CO)O1,-0.4,1.7,-1,6,nt,2.9,0.2,2,3,-2,1.6
COc1ccc(Br)cc1CSC(=N)N,-1.4,-1.0,-2,2,-1.0,-1.2,-1.8,0,2,33*,1.2
COc1ccc(N(CC(=O)NCCSCc2ccc(C)cc2)S(=O)(=O)c2ccccc2)cc1,3.1,1.4,9,1,0.2,-0.2,-1.3,5,2,2,-0.7
CS(=O)(=O)N1CCN(C(=O)c2ccc(F)cc2)CC1,-0.7,0.2,2,1,-0.7,-0.5,-1.0,12*,6,-7,0.9
CC(C)CCC(C(=O)NC(C)c1ccccc1)C(=O)NC(C)c1ccccc1 (configuration not stated),-0.9,0.2,0,-3,4.0,0.7,-0.5,0,-2,3,1.8
O=C(COc1ccc(Br)cc1)N(Cc1nnc(-c2ccccc2Cl)o1)C1CC1,-0.2,0.1,-14,-8,-0.2,0.7,-1.7,2,3,-11,1.8
N#Cc1c(-c2ccco2)cc(-c2cccnc2)nc1N,0.0,-1.0,i,i,1.3,-2.1,-1.4,-468,i,-6,1.8
O=S1(=O)c2c(NCc3ccco3)cccc2Oc2ccccc2CN1Cc1cn(Cc2ccc(Cl)cc2)nn1,-2.9,0.7,-9,-76,nt,-3.8,-0.9,-50,-8,2,nt
O=[N+]([O-])c1ccc(Cl)c(S(=O)(=O)Nc2ccc(S(=O)(=O)N3CCOCC3)cc2)c1,-0.5,-0.5,-9,-11,-0.4,-1.3,-0.5,-2,-3,-17,1.2
CCCCc1cc(=O)oc2cc(C)cc(OC(C)C(=O)NCc3cccnc3)c12 (configuration not stated),-1.1,-1.9,-303,-179,0.1,-1.4,-1.7,-120,-102,0,-0.6
O=C(CSc1nnc(-c2ccccc2)n1-c1ccccc1)NN=C/C=C\c1ccccc1[N+](=O)[O-],-1.7,-1.4,14,4,nt,-2.8,-1.6,8,8.8*,0,nt
CSc1nc2sc3c(c2c(=O)[nH]1)CCC3,-1.4,0.0,-7,-1,0.9,1.2,-1.6,-1,3,-1,2.7
COc1ccc(OCC(O)CNC(=O)c2sccc2Cl)cc1 (configuration not stated),-1.6,0.6,-2,-6,2.0,-0.6,-1.8,1,-1,3,1.4
C=CCCC(=O)N1CCCC(Cc2cccc(Cl)c2)(C(=O)OCC)C1 (configuration not stated),-2.4,-0.3,10,2,1.1,1.3,-1.6,12*,9.1*,-1,0.1
Cc1ccc(Cl)cc1NC(=O)N(C)CCOC(=O)Nc1cccc(Cl)c1,-1.6,-0.2,2,-1,nt,-0.9,-1.4,4,3,-16,nt
COc1ccc(CC(=O)NCc2ccc(F)cc2)cc1S(=O)(=O)N1CCOCC1,-1.7,-0.4,-16,-17,1.5,0.2,-1.5,-11,-3,1,-1.5
Cc1nc(N)sc1N=Nc1ccc(F)cc1,5.0,0.8,0,1,-0.8,1.7,-0.8,-3,-4,3,9.7*
CSc1ccc(S(=O)(=O)Nc2ccc(F)cc2)cc1,-2.5,-0.3,1,-1,0.4,-1.8,-0.7,-2,-4,-21,1.4
CC1(C(=O)NCc2ccc(F)c(F)c2)Cc2c(-c3ccc4c(c3)OCO4)ccnc2O1 (configuration not stated),-1.5,-4.3,-42,-6,nt,-0.1,-1.6,-5,-12,-8,-3.9
COc1ccc(/C=C/C(=O)OC2CCCCC2CN(C)C)cc1 (configuration not stated),-0.8,0.3,0,-5,4.1,-0.8,-1.9,3,-2,-4,0.7
CCOC(=O)C1CCCN(C(=O)CSc2nc(C)cc(C)n2)C1 (configuration not stated),-0.3,-0.4,-9,-4,1.6,-1.9,-0.3,-1,-4,7,1.4
Cc1cccc(OCCNC(=O)c2cc(-n3cnnc3)ccc2Cl)c1,0.7,0.2,5,3,0.5,-2.8,-1.6,4,-5,4,-3.7
Cc1ccccc1-n1c(SC(C)C(N)=O)nnc1-c1cccnc1 (configuration not stated),-0.5,0.4,-4,2,-0.8,2.6,-1.2,11*,1,2,0.7
Oc1ccc(Cl)cc1N=Nc1ccccc1,-2.3,0.4,5,-2,0.1,3.3,-1.1,-1,-1,6,0.9
COc1cc(C2C(C(=O)c3cccs3)=C(O)C(=O)N2c2cc(C)on2)ccc1O (configuration not stated),-0.6,0.3,10,3,1.6,0.3,-1.4,7,7,-6,0.2
CCOC(=O)/C(N=Nc1ccc2c(c1)OCO2)=C(\C)O,1.1,1.6,-1,-9,6.3*,10,-1.5,-2,0,3,6.7
Cc1cc(C(=O)NNc2c(Cl)cccc2Cl)no1,2.1,0.0,6,-6,-0.3,0.3,-1.5,2,-5,3,-1.1
O=C(NCC(F)(F)F)[C@H]1O[C@@H](n2ccc(=O)[nH]c2=O)[C@H](O)[C@@H]1O,1.0,-0.1,-37,1,nt,2.2,-0.8,2,-3,5,nt
COc1cc(CNC(=O)C2CC(O)CN2C(=O)Nc2ccccc2)cc(OC)c1OC (configuration not stated),1.1,0.1,-15,-10,0.3,-0.7,-1.2,1,-4,7,-0.4
COc1ccc(-c2ccc(C)cc2)cc1[C@H]1[C@H]2C=CC[C@@H](C)[C@@H]2C(=O)N1Cc1ccccc1,0.0,0.3,0,11*,0.6,-0.7,-1.4,5,0,-1,0.1
O=C(Nc1ccc(Cl)c(C(F)(F)F)c1)NC1CC2CCCC(C1)N2Cc1ccccc1 (configuration not stated),-1.5,-1.0,0,5,nt,-3.3,-1.8,9,-2,1,nt
O=C1CCC(C(=O)Nc2ccccc2N2CCOCC2)=NN1,-0.5,0.5,1,-1,2.2,-1.0,-0.1,2,-1,1,-0.2
Cc1cccc(OCc2nnc(SCC(=O)Nc3ccc(C)c(Cl)c3)o2)c1,0.6,0.4,7,0,-0.8,0.7,-1.6,-1,3,-9,1.9
O=C1Nc2c(ccc(Cl)c2Cl)C(=O)C1(F)c1ccccc1 (configuration not stated),1.3,1.1,-2,-14,0.9,0.8,-1.1,-7,0,-11,0.5
Cc1ccc(NC(=O)CC(=O)Nc2ccc(C)cc2)cc1,-1.2,0.2,-4,-6,0.5,1.2,-1.8,-1,-3,-33,-2.1
O=[N+]([O-])c1ccc(CSc2ccc(S(=O)(=O)N3CCCCCC3)cn2)cc1,3.4,0.2,-7,-1,0.3,-0.3,-0.7,1,1,-3,1.0
COC(=O)COc1ccc(NC(=O)C(c2ccccc2)c2ccccc2)cc1,0.6,-1.4,9,-5,0.2,-1.1,-0.5,3,4,-11,-0.6
O=C(NCc1ccccc1)c1[nH]c(C(F)(F)F)nc1-c1ccccc1,-0.7,0.7,-14,0,nt,-1.9,-1.3,0,-5,3,nt
Clc1cccc(-c2ccc(CNCCCN3CCOCC3)o2)c1,0.1,0.1,7,3,2.8,1.2,-1.0,6,1,-4,1.3
N#CC1=C(N)Oc2[nH]c(=S)[nH]c(=O)c2C12C(=O)Nc1ccccc12 (configuration not stated),2.8,-0.3,-7,-39,0.2,-2.1,-0.6,-39,-3,-6,3.1
Cc1cc(C)c(S(=O)(=O)N2CCN(C(=O)N3CCOCC3)CC2)c(C)c1,-1.2,-0.4,7,-3,0.3,-2.8,-0.8,4,1,3,-0.5
COc1cc(/C=N/NC(=S)NCCN2CCOCC2)cc(OC)c1OC,0.7,0.3,-5,6,-0.8,3.7,-1.4,2,-3,10,1.5
O=C(CN1C(=O)/C(=C2\SC(=S)N(C3CCS(=O)(=O)C3)C2=O)c2ccccc21)Nc1ccccc1 (configuration not stated),1.3,-0.8,10,1,-0.1,0.6,-1.0,1,-1,-17,-0.2
CC(=O)NNC(=O)c1[nH]c2ccc(Cl)cc2c1-c1ccccc1,-1.1,0.3,-3,-8,5.0*,0.5,-1.3,-1,2,-23,0.6
O=C(NCCc1ccccc1)c1oc2ccccc2c1COc1ccccc1,-2.5,-0.1,20*,3,1.2,1.8,-1.5,2,7,-31,0.1
Cc1ccc(NC(=O)c2cc(NC(=O)c3ccco3)ccc2N2CCOCC2)cc1,-3.5,-0.9,-38,0,-0.8,-0.1,-1.8,2,-5,-11,-0.7
CC(=O)c1ccc(-n2nnnc2SCC(=O)Nc2cccc(NC(=O)c3ccco3)c2)cc1,-1.3,-1.2,6,-1,-1.8,-4.1,-2.0,0,0,-3,0.0
Cc1oc2cc3oc(=O)ccc3cc2c1C,-0.1,0.1,-75,-89,1.5,0.4,-0.3,-64,-34,-3,3.4
CCN(CC(=O)Nc1c(F)cccc1F)C(=O)c1ccc(-n2cncn2)c([N+](=O)[O-])c1,0.5,-1.0,2,3,1.4,-1.0,-1.1,1,7,-2,-0.7
c1ccc(CNc2ccccn2)cc1,-1.3,-0.2,-2,-3,0.1,-1.6,-1.4,-3,-7,8,-0.8
O=S(=O)(NCCOc1ccccc1)c1ccc2ccccc2c1,1.2,0.3,-5,-6,0.0,1.0,-1.9,-4,-2,-9,-0.6
